# Bioassay records deposited in PubChem by several laboratories.
# Lung fibro prol: antiproliferative effect on LL 47 fibroblasts – human, LL 47 cells, CellTiter-Glo luminescence, primary screen; LL 47 human lung fibroblast viability, ATP luminescence; stronger effect = lower value; viability, % at 10 µM; actives 1.1% (n = 85,000); AID 719, 2007;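 active = viability at or below 50% in the single dose screen; inactive = viability above 50%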;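 note: compound exposure lasted 72 h before the ATP readout; 100% = median luminescence of untreated cell-only wells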
#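 Material: human lung fibroblast line LL 47, low passage; Evaluation: viability percentage against median untreated-cell control; Buffer or medium: 15% FBS in IMEM; Incubation: 72 h compound exposure at 37 °C after overnight plating; Dosing: 0.1% DMSO in all compound wells; Measured by: CellTiter-Glo luminescence.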
# HUVEC inhibit: inhibitors of HUVEC proliferation, primary screen, cell-based, 384-well; CellTiter-Glo luminescence, 72 h; stronger effect = lower value; viability, % at 10 µM (by protocol); actives 1.1% (n = 86,000); AID 648, 2007;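 active = viability at or below 30%; inactive = viability above 30%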;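 note: 100% = median luminescence of DMSO-only cell control wells on each plate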
# MT1-MMP txn act: MT1-MMP promoter reporter activation – cell-based, luciferase luminescence, primary screen; HT1080 MT1-MMP promoter luciferase reporter, overnight; stronger effect = higher value; AID 750, 2007; actives 0.16% (n = 86,000); activation factor at 10 µM;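 active = activation factor of at least 2 for MT1-MMP transcription at 10 µM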
# ERb coact inh: inhibitors of ERβ-SRC1 coactivator interaction, primary screen, biochemical, TR-FRET, ERβ LBD, SRC-1 peptide; actives 1.3% (n = 86,000); Estrogen receptor beta (Homo sapiens), Q92731; TR-FRET ER-beta LBD / SRC1-Cy5 peptide binding; receptor agonist-loaded with 1 µM estradiol; inhibition, % at 25.6 µM; AID 633, 2007;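 active = compounds whose percent inhibition of the receptor-coactivator binding signal exceeds about 50% in the single-dose screen, limit read from the data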;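 note: 0% = receptor plus peptide wells without compound and 100% = peptide-only wells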
# ERa coact inh: ERα–SRC-1 coactivator interaction inhibitors, primary screen, biochemical, TR-FRET, ERα LBD, estradiol-bound; actives 1.7% (n = 86,000); inhibition, % at 25.6 µM; TR-FRET ER-alpha LBD / SRC-1 peptide; Estrogen receptor (Homo sapiens), P03372; in the data active = inhibition above about 50%;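 note: 0% = receptor plus peptide control and 100% = peptide only without receptor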
# H69AR growth 86K: proliferation blockers of H69AR lung cancer cells, primary screen, cell-based, human, 86K library | actives 6% (n = 85,000) | viability, % at 10 µM | H69AR lung tumor viability, ATP luminescence, 72 h; stronger effect = lower value;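 active = viability at or below 40%; inactive = viability above 40%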;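 note: multidrug resistant small cell line overexpressing MRP-1 efflux transporter; 100% = mean luminescence of untreated control wells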
# Smad3 FoxH1 inh: Smad3/FoxH1 peptide binding inhibitors, primary screen, biochemical, TR-FRET; Mothers against decapentaplegic homolog 3 (Homo sapiens), P84022; TR-FRET Smad3/Dy647-FoxH1 peptide binding, europium anti-His; inhibition, % at 25 µM; actives 0.29% (n = 88,000); AID 630, 2007;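 active = compounds that reduce the energy-transfer binding signal between the protein and its labelled peptide by more than half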;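 note: 0% = Smad3 plus labelled peptide maximal FRET and 100% = peptide-only background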
# CD11b adhes enh: enhancers of CD11b/CD18 adhesion to fibrinogen, primary screen, K562 cells, luminescence; AID 1499, 2009; actives 0.07% (n = 93,000); Integrin beta-2 (Homo sapiens) + Integrin alpha-M (Homo sapiens), P05107+P11215; ATPlite luminescence; activation, % at 10 µM;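 active = 10 µM primary screen giving 50% or more activity, confirmed by 40% or more on retest at that dose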; note: strong numbers were not always called active
# Target sequence (P05107 whole entry, looked up, other chains not shown): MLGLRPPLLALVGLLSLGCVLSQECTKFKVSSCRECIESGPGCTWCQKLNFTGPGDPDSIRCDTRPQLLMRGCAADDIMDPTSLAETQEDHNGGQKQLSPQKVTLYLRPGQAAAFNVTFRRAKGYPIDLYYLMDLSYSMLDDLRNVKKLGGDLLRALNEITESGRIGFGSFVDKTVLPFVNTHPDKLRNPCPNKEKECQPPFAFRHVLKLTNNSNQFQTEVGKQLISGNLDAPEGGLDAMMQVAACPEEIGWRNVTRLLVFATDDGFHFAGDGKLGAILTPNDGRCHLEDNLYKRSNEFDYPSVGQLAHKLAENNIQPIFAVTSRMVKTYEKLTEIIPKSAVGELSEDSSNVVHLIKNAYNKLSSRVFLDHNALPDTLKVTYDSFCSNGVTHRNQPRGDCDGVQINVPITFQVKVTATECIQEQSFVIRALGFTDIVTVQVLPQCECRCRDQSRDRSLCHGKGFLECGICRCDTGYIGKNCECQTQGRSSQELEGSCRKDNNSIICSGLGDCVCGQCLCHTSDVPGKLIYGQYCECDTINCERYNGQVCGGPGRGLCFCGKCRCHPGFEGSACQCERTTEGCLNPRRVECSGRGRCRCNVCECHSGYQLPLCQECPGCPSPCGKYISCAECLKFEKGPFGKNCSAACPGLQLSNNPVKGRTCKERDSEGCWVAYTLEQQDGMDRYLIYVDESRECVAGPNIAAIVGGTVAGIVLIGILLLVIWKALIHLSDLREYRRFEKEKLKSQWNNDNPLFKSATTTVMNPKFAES
# ERa coact pot: enhancers of ERα–SRC-1 coactivator binding, primary screen, biochemical, TR-FRET, ERα LBD, low estradiol | TR-FRET ERalpha-LBD/SRC-Cy5 coactivator binding, 2 h; 100 = basal binding, no effect | coactivator binding (% of control), % at 25.6 µM | actives 1.3% (n = 86,000) | AID 639, 2007; in the data active = activity above about 200%;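 note: binding measured in presence of low estradiol as agonist stimulus; 0% = peptide alone without receptor and 100% = receptor with peptide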
# * = called active by the depositor; x = no result given; [ ] = dose if it differs, or a comment. The list is partial (hit frequency here may not be typical).
smiles	ERa coact pot	CD11b adhes enh	HUVEC inhibit	Lung fibro prol	MT1-MMP txn act	H69AR growth 86K	Smad3 FoxH1 inh	ERa coact inh	ERb coact inh
CCOC(=O)Cc1csc(NC(=O)c2cc(OC)cc(OC)c2)n1	97	x	91	102	1.4	90	12	-7	-10
COC(=O)Nc1sc2c(c1C(=O)NCc1ccco1)CCC2	101	1	76	82	1.2	39*	7	-18	-5
CC(=O)OCc1c(COC(C)=O)[n+](=O)c2ccccc2n1[O-]	104	3	98	104	1.2	105	7	2	10
CCOc1cc(C(=S)N2CCOCC2)ccc1O	85	-1	91	94	1.1	85	4	-11[fluorescence artefact?]	-6[fluorescence artefact?]
CN(CCC#N)C(=O)Cn1nc(Cc2ccncc2)c2ccccc2c1=O	124	-2	96	96	1.1	87	3	-6	-11[fluorescence artefact?]
Cc1cc(N2CCN(c3cccc(C(F)(F)F)c3)CC2)n2ncnc2n1	146	-3	89	95	1	74	15	3[fluorescence artefact?]	1[fluorescence artefact?]
CC1(c2ccccc2)NC(=O)N(CC(=O)NC(=O)NCc2ccco2)C1=O (centres undefined)	86	-5	99	91	1	93	-32	-4	2
CC1CCN(c2ccc(C(=O)O)cc2)CC1	78[fluorescence artefact?]	1	102	106	1	98	-12[fluorescence artefact?]	-6	0
CCN(C(=O)c1cn(C)c(=O)c2cc(OC)c(OC)cc12)c1cc(C)ccc1C	93	-2	98	106	1	67	13	-4[fluorescence artefact?]	4[fluorescence artefact?]
N#C/C(=C\c1ccccc1)C(=O)NC(=O)Oc1ccccc1	96	-1	99	99	1.2	94	0	1	-3
CCN(CC)CCCN1C(=O)C(O)=C(C(=O)c2cc3cccc(OC)c3o2)C1c1ccncc1 (centres undefined)	114	2	100	99	1.2	96	8[fluorescence artefact?]	-2	-2
CCCCOc1ccc(C(=O)OC(C)CN(C)C)cc1 (centres undefined)	106	x	94	101	1.1	93	-3	0[fluorescence artefact?]	-1
O=c1oc2ccccc2n1CSc1nc2ccccc2s1	112	0	78	93	2.1*	95	2	-6	-2
COC(=O)Cc1c(C)nc2nc(-c3ccc(C)cc3)[nH]n2c1=O	112	-3	80	95	1.1	99	-11	-2	-11
CCCCCCCc1nc2c(=O)[nH]c3ccccc3c2o1	104	x	95	x	0.8	104	-1	17	22[fluorescence artefact?]
OC(COc1ccc2cc(Br)ccc2c1)CN1CCN(c2ccccn2)CC1 (centres undefined)	86	0	94	102	1.2	107	-7	4	11
COc1ccccc1NC(=O)Cn1nnc(-c2ccccc2NC(=O)c2cccs2)n1	339*[fluorescence artefact?]	-2	49	87	1.2	30*	13	-15[fluorescence artefact?]	-5[fluorescence artefact?]
Cc1c(C)[n+](=O)c(-c2ccc(F)cc2)c(C)n1[O-]	134[fluorescence artefact?]	0	104	99	1	102	12	0	8
COc1ccc(CN(C(=O)CN2C(=O)COc3ccccc32)C2CCCC2)c(OC)c1	85	-2	107	102	1.2	43	-2	2	5
O=C1C2ON(c3ccccc3)C(c3cccnc3)C2C(=O)N1c1ccc(Cl)c(Cl)c1 (centres undefined)	117	4	89	96	0.9	96	11	0	-12
CC(Sc1c[nH]c2ccccc12)C(=O)O (centres undefined)	85	-2	87	97	1.4	97	-21	-4	-1
CCCCCOC(=O)Nc1ccc(S(=O)(=O)Nn2cnnc2)cc1	106	-2	103	105	1.1	92	-7	-4	0
Cc1c(O)ccc(C(=O)COc2ccccc2F)c1O	89	-7	85	x	1.4	94	-4	1[fluorescence artefact?]	-7
CSCCC1NC2(C(=O)Nc3c2ccc(Cl)c3C)[C@@H]2C(=O)N(C3CCCC3)C(=O)[C@H]12 (some centres undefined)	90	8	103	88	1.1	99	1	22	34
COc1ccccc1N(CN1C(=O)c2ccccc2C1=O)C(=O)c1cccnc1	77	0	104	94	1.1	102	-9	-1	-6
CCOc1cccc(C(=O)Nc2ccc3oc(Cc4ccc(Cl)cc4)nc3c2)c1	100	-7	73	85	0.9	24*	30	-8	-1
Cc1ccc(C(=O)O)cc1S(=O)(=O)N1CCOCC1	115	0	106	97	1.1	99	-3	1	7
CCCC(C)NC1=NCCCCC1 (centres undefined)	88[fluorescence artefact?]	x	87	98	1.1	98	-9	6	-8
Cc1ccc(-n2[nH]c(C)c(/C=C3/C=Nc4ccccc43)c2=O)cc1C	107	x	63	99	x	65	-9	-1[fluorescence artefact?]	-7
COc1ccc(NC(=O)c2ccc(COc3ccccc3)o2)cc1	94	x	97	94	1.1	99	7	-4	1

# Some of these compounds in order of their number in ERa coact inh, falling:
SMILES	ERa coact pot	CD11b adhes enh	MT1-MMP txn act	Smad3 FoxH1 inh	ERa coact inh	ERb coact inh
Cc1ccc(C(=O)O)cc1S(=O)(=O)N1CCOCC1	115	0	1.1	-3	1	7
CN(CCC#N)C(=O)Cn1nc(Cc2ccncc2)c2ccccc2c1=O	124	-2	1.1	3	-6	-11[fluorescence artefact?]
CCOc1cccc(C(=O)Nc2ccc3oc(Cc4ccc(Cl)cc4)nc3c2)c1	100	-7	0.9	30	-8	-1

# Further entries
smiles	ERa coact pot	CD11b adhes enh	HUVEC inhibit	Lung fibro prol	MT1-MMP txn act	H69AR growth 86K	Smad3 FoxH1 inh	ERa coact inh	ERb coact inh
COc1ccc(CNC(=O)CCCCCn2c(SCC#N)nc3cc4c(cc3c2=O)OCO4)cc1	75	10	89	102	1.1	95	-4	45	-27[fluorescence artefact?]
CS(=O)(=O)Nc1ccc(-c2n[nH]c(=S)n2-c2ccccc2)cc1	83	-4	105	101	1.2	94	0[fluorescence artefact?]	4	-1
COc1ccc(OCCSc2ncn[nH]2)cc1	97	x	87	100	1.1	84	-10	6	6
Nc1nc(N2CCOCC2)cc(=O)[nH]1	121	x	97	96	1.1	82	-4	-3	8
CC(C)N(CCNC(=O)C1CCN(S(=O)(=O)N2CCOCC2)CC1)Cc1ccccc1	109	x	101	99	1.1	102	-6	-2[fluorescence artefact?]	1[fluorescence artefact?]
c1ccc2sc(N3CN(CCN4CCOCC4)CN(c4nc5ccccc5s4)C3)nc2c1	120	0	81	98	1.3	85	-6	-1	1[fluorescence artefact?]
Oc1c(C(c2ccccc2)N2CCCCC2)sc2ncnn12 (centres undefined)	106	x	94	96	1	68	0	-7	7
CCOC(=O)Cc1cc(=O)n2[nH]c(C)c(-c3ccc(OC)cc3)c2n1	81	5	89	100	1.1	76	1	7[fluorescence artefact?]	9
Cc1ccc(S(=O)(=O)NC(C)C(=O)Nc2ccc(C(N)=O)cc2)cc1 (centres undefined)	105	0	95	96	1	101	2	-3	2
CCOC(=O)C(C)Sc1nc2c(c(=O)[nH]c(=O)n2C)n1CCc1ccccc1 (centres undefined)	100	0	92	95	1.2	78	13	4	0
Cc1ccc(NC(=O)Cn2nnc(C(=O)Nc3ccc(C)c(C)c3)c2N)cc1	149[fluorescence artefact?]	4	82	95	1	85	-1	70*[fluorescence artefact?]	26
CCOC(=O)CSc1nnc(CNc2cccc(Cl)c2)n1-c1ccccc1	105	1	96	109	1.1	93	-13	3	2[fluorescence artefact?]
O=C(Nc1sc2c(c1C(=O)O)CCC2)c1cccs1	74	0	80	101	1.6	91	8	12	41
O=C(C1CC(c2cccc(Br)c2)=NO1)N1CCc2ccccc2C1 (centres undefined)	100	x	99	112	1	93	-11	8	1
CCOc1ccc(OCCCCN(C)C)cc1	87	1	94	102	1.1	92	5	-1	5
O=C(NCc1ccco1)C(c1ccccc1F)N(CC1CCCO1)C(=O)Cn1nnc2ccccc21 (centres undefined)	122	2	102	101	1.1	47	5[fluorescence artefact?]	0	0
Cc1c2c(n3c(nc4ccccc43)c1C#N)N(Cc1cccnc1)CC2	104[fluorescence artefact?]	x	87	93	1.2	69	4[fluorescence artefact?]	-30	-22
COC(=O)c1cc(C(=O)OC)cc(N2C(=O)CC(N3CCN(c4ccccc4)CC3)C2=O)c1 (centres undefined)	110	-5	90	95	1	100	5	-9	-6
Cc1nn(-c2ccc(F)cc2)c2sc(C(=O)OC3CCOC3=O)cc12 (centres undefined)	82	1	112	99	1	93	-12	12	17
Cc1ccc2cc(CN(CC3CCCO3)C(=O)c3ccco3)c(=O)[nH]c2c1C (centres undefined)	116[fluorescence artefact?]	x	92	101	1	107	-5	-9	54*
CCn1c(SCC(=O)Nc2nc3ccccc3s2)nc2c(c1=O)SC(C)C2 (centres undefined)	110	x	85	88	1.2	74	-1	-7[fluorescence artefact?]	-4
COCCN1C(=O)C(O)=C(C(C)=O)C1c1ccc(OC)c(OC)c1 (centres undefined)	107	0	100	93	0.9	98	-11	-7	-3
Cc1cc(C)cc(OCC(=O)Nc2ccc(N3CCCC3)cc2)c1	3[fluorescence artefact?]	73	99	97	1.1	96	0	97*[fluorescence artefact?]	71*
CON(c1nc(N(C)C)nc(N(C)C)n1)S(=O)(=O)c1ccccc1Cl	107	x	107	94	1.2	75	3	-7	-16[fluorescence artefact?]
CC1Cc2ccccc2N1CC(=O)NC(=O)NCc1ccco1 (centres undefined)	116	9	94	88	1.2	76	5	0	14
O=C(CN(Cc1ccco1)C(=O)c1cc(=O)[nH]c2ccccc12)Nc1ccccc1C(F)(F)F	95[fluorescence artefact?]	3	91	x	1	95	-4	-3	7
COc1ccc(-n2ncc3c(N4CCC(C)CC4)ncnc32)cc1	93	x	83	101	x	61	2	0	-9
CCOC(=O)c1ccc(NC(=O)c2cc(S(=O)(=O)N3CCOCC3)ccc2O)cc1	103[fluorescence artefact?]	-5	82	96	1.1	78	20	-7	-14
Cc1c(NC(=O)c2ccc3c(c2)OCO3)cccc1-c1nc2ncccc2o1	102	0	100	103	1.1	97	6	-4	-2
OCCN(CCO)c1ncnc2c1oc1ccc(Br)cc12	117	-2	88	102	1.1	50	-10	2	-22

# New compounds follow:
smiles	ERa coact pot	CD11b adhes enh	HUVEC inhibit	Lung fibro prol	MT1-MMP txn act	H69AR growth 86K	Smad3 FoxH1 inh	ERa coact inh	ERb coact inh
C=CCn1c(C)cc(C(=O)CSc2nc3ccccc3c(=O)[nH]2)c1C	172	-1	89	97	1.8	78	6	2	11
CC(C)OP(=O)(OC(C)C)C(NC(=O)c1cccc([N+](=O)[O-])c1)C(N)=O (centres undefined)	100	-3	102	105	1.1	94	-5	-1	-12
COc1ccc(-n2c(SCC(=O)Nc3ccccc3)nnc2-c2ccoc2C)cc1	104	x	55	93	1.1	58	-4	3	-5
C=C1CC(C)OC(c2ccccc2OCC(O)CN2CCCCC2)C1 (centres undefined)	123	-5	92	92	1.2	94	4	-30	-7
CC(Sc1nncn1C)C(=O)Nc1ccccc1-c1ccccc1 (centres undefined)	123	-6	103	102	1	93	9	-5	2
COC(=O)C1CCN(C(c2cc(OC)c(OC)c(OC)c2)c2sc3nc(C)nn3c2O)CC1 (centres undefined)	97	-2	98	109	1.2	93	5	-9	-6
COc1ccc(CNC(=O)c2cc3c(=O)n4ccccc4nc3n(CC3CCCO3)c2=N)cc1 (centres undefined)	80[fluorescence artefact?]	-1	93	94	1.1	78	-7[fluorescence artefact?]	3	7
CCCS(=O)(=O)N1CCCC(C(=O)NCCCN2CCN(c3ccccc3F)CC2)C1 (centres undefined)	110[fluorescence artefact?]	x	100	95	1.2	102	-1	-3	6
